Compound activity from PubChem BioAssay.
WT yeast gro inh: growth inhibition of WT strain, primary screen, mitochondrial fusion inhibitor project, WT and mutant strains, chemical genetic. mitochondrial fusion phenotypic screen. inhibition, % at 10 µM. hit rate 2.1% among 190,000; in the data active = inhibition above about 58%; tested in S. cerevisiae
Myeloid diff MLP: induction of myeloid progenitor differentiation, primary screen, cell-based, flow cytometry, MLPCN library | ER-HoxA9 myeloid progenitors, lysozyme-GFP differentiation | calls only at 10 µM | hit rate 1% among 360,000 | AID 624256, 2012;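 active = normalized GFP-positive differentiation at or above the plate's own cutoff, the solvent-only control mean plus 3 SD; inconclusive = no clear call, values can overlap the other calls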;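 also: cells exposed to compound for four days before flow analysis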
West Nile virus CPE: West Nile virus antiviral activity, cell-based, CPE readout (AID 1621). West Nile virus-infected cells, CPE inhibition; higher % means a stronger effect. CPE inhibition, % at 10 µM; hits with a dose series show IC50 in µM. hit rate 0.02% among 290,000; in the data active = a potency from the dose series; inconclusive = CPE inhibition mostly from about 3.7% at the one dose, without a potency; inactive = the rest, 99 in 100 with CPE inhibition below about 2.2%; also: strong numbers were not always called active
Hep lipid drop: inhibitors of hepatocyte lipid droplet formation, primary screen, imaging, high-throughput imaging, BODIPY stain; AML12 mouse hepatocytes, oleate lipid droplets; inhibition, % at 6.5 µM; hit rate 0.4% among 240,000; AID 1656, 2009;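 active = lipid droplet intensity inhibited by at least 50%, with more than 500 cells counted; inconclusive = wells with under 300 cells, treated as cytotoxic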
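Assay system: AML12 mouse liver cells | Compound dosing: One dose, 6.5 µM compound | Read-out basis: Droplet intensity reduction, % inhibition | Measured by: Fluorescence imaging, 20x objective, two fields per well | Schedule: Overnight treatment with compound plus oleate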
Ins promoter up: insulin promoter activators in MIN6 cells, imaging, high-content screening, mouse beta cells; z-score at 5 µM; hit rate 0.3% among 190,000; MIN6 insulin promoter-GFP reporter; hits give high values;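 active = z-score above 3 at 5 µM with at least 500 cells counted in the well; inconclusive = wells under 500 cells, flagged as cytotoxic or low count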
Autophagy HCS: autophagy modulators in MEF cells, primary screen, imaging, high-content, MEF GFP-LC3 | hit rate 0.98% among 190,000 | calls only at 10 µM (by protocol) | AID 463193, 2010 | MEF GFP-LC3 puncta imaging; test concentration mostly 10 µM;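 active = percentage of spot-positive cells more than 3 SD above its plate mean, without a fluorescence outlier flag or 80% toxicity; inconclusive = no clear call, values can overlap the other calls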;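 also: spot-positive cell cutoff set from DMSO-treated cells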
MT stabilize HCS: microtubule stabilizers in HeLa cells, primary screen, imaging, high-content imaging | HeLa tubulin immunostaining HCS, 24 h; share of cells brighter than vehicle mean+2SD | % tubulin-high responders, % at 10 µM | hit rate 0.83% among 200,000;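 active = plate Z-score above 3 for both tubulin-high and condensed-nucleus cell shares, with cell loss under 80%, at 10 µM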;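 also: anti alpha tubulin signal scored within the nucleus-defined area of each cell; some results filed as inactive read as strong as hits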
bCat nuc transl: modulators of beta-catenin nuclear translocation, primary screen, imaging, HeLa cells, immunofluorescence, high-content. nuclear translocation activity, % at 5 µM. hit rate 0.3% among 190,000;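 active = nuclear translocation activity above 50% at 5 µM, with a well cell count of 50 or more; inconclusive = wells under 50 cells across six images, flagged as toxic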;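 also: per-cell ratio of nuclear to cytoplasmic median beta-catenin stain intensity; plate controls were DMSO negative control for no effect and GSK-3 inhibitor IX positive control for full effect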
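Test system: human HeLa cells, native beta-catenin. Compound dosing: 5 µM primary single dose, 0.1% DMSO, 0.02–20 µM confirmation series. Incubation: compound exposure 24 h at 37°C. Detection: beta-catenin immunostaining with DAPI counterstain, 20x imaging, 6 fields/well. Read-out basis: Nuclear/cytoplasmic beta-catenin signal ratio, % activation.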
T cell HTS: modulators of CD8 T cell-vesicle binding, primary screen, mouse 2C CD8+ T cells, flow cytometry | calls only at 7 µM | 2C CD8+ T cell-vesicle binding; hits give low values | hit rate 0.068% among 330,000;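 active = response, share of CD8 T cells binding vesicles, and their 90th percentile fluorescence all below set limits, cut at about 80% in these data, passing the limit was not always enough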
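Read-out – percent CD8+ FL2 mean versus row control · System – murine 2C transgenic CD8+ T lymphocytes · Times – 1.5 h cell–vesicle binding at 37 °C, then 20 min icy labelling · Control set – naked vesicles low, QL9 vesicles with vehicle high · Detection – cytometric PE anti-B7-1 and Alexa647 anti-CD8 signals after 1% paraformaldehyde fixation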
WT yeast gro inh mutant strain: recorded beside WT yeast gro inh, whose call it bears; inhibition, %; mitochondrial fusion phenotypic screen, mutant strain inhibition
Ins promoter up cell count: recorded beside Ins promoter up, whose call it bears; cell count; measured here: cytotoxicity, nuclei count;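 total cells summed across four imaged fields per well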
Hep lipid drop cells 6.5 µM: also measured in Hep lipid drop; calls as there; cell count; measured here: cell count, cytotoxicity flag;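 cells counted across two imaged fields per well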
bCat nuc transl cell count 5 µM: second read-out of bCat nuc transl, no call of its own (marks repeat the call); cell count; measured here: cell count, cytotoxicity flag
T cell HTS vesicle-bound %: further read-out of T cell HTS, marked with its call; double positive events, %; measured here: CD8+ vesicle-bound cell fraction;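 binding gate set so that unloaded-vesicle control wells show 10% double positive cells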
MT stabilize HCS Hoechst-high %: recorded beside MT stabilize HCS, whose call it bears; % Hoechst-high responders; measured here: nuclear condensation Hoechst responders;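 share of cells brighter than vehicle mean plus two SD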
MT stabilize HCS cytotoxicity %: second read-out of MT stabilize HCS, no call of its own (marks repeat the call); toxicity, %; measured here: cytotoxicity by cell density;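 0% = mean cell density of plate MIN control wells and 100% = no cells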
Autophagy HCS cell loss 18 h: further read-out of Autophagy HCS, marked with its call; toxicity, %; measured here: cell loss, nuclei count;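 cell loss after 18 h compound exposure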
Myeloid diff MLP GFP+ MAC1+ %: recorded beside Myeloid diff MLP, whose call it bears; GFP+ MAC1+ double positive, %; measured here: differentiation confirmed by MAC1 staining
The depositor's hits bear a star; i = inactive; u = inconclusive; x = not tested or not shown; + = active, no number.

Below each compound – WT yeast gro inh mutant strain, T cell HTS vesicle-bound %, West Nile virus CPE, bCat nuc transl cell count 5 µM, Myeloid diff MLP GFP+ MAC1+ %, T cell HTS, Hep lipid drop cells 6.5 µM, MT stabilize HCS cytotoxicity %, Autophagy HCS, Autophagy HCS cell loss 18 h, WT yeast gro inh, MT stabilize HCS Hoechst-high %, bCat nuc transl, Ins promoter up, Hep lipid drop, MT stabilize HCS, Ins promoter up cell count, Myeloid diff MLP
> Cc1ccc(S(=O)(=O)N(CC(=O)N2CCOCC2)C2CCCCC2)cc1
  6, 44, -0.2%, x, 0.2, i, 636, 25, i, 3, -2, 0.3, x, 0.28, -15, 1.2, 1243, i
> O=C(NC(C(=O)c1ccccc1)N1CCCCC1)c1ccccc1 (stereo not drawn)
  -6, 33, 0.0%, x, 0.6, i, 756, 4.7, i, 16, 2, 1.6, x, 0.66, -12, 3.7, 1182, i
> CC(=O)c1c(-c2ccccc2)c2cc(Cl)ccc2n(C)c1=O
  x, 67, u, x, 0.7, i, 804, x, x, x, x, x, x, x, -20, x, x, i
> O=C(CCC1CCCN(C(=O)C2(c3ccccc3)CC2)C1)N1CCN(c2ccccn2)CC1 (stereo not drawn)
  7, 58, -0.8%, 1577, 0.1, i, 709, 3.1, i, 4, -5, 1.9, 0.5, 0.14, -29, 2.6, 1535, i
> O=C(NCc1ccc(-c2nc3ccccc3s2)cc1)c1ccco1
  10, 20, 1.4%, 1080, 0.3, i, 601, 4.2, i, 8, 15, 3.3, 1.9, -0.08, 13, 1.8, 1530, i
> O=C(O)c1cccc(NC(=S)NC(=O)c2ccc3ccccc3c2)c1
  x, 54, -0.3%, x, 1.1, i, 830, x, x, x, x, x, x, x, -4, x, x, i
> N#Cc1c(N)nc(SCC(=O)C23CC4CC(CC(C4)C2)C3)c(C#N)c1-c1ccc(Cl)cc1
  1, 41, 0.1%, x, 0.9, i, 808, 4.7, i, -18, 1, 1.0, x, -0.31, 3, 1.4, 938, i
> CCOCCCNCc1cccc(OCc2ccc(F)cc2)c1
  23, 53, -1.4%, x, 0.6, i, 646, 0.1, i, 8, 22, 1.6, x, -0.39, -4, 5.2, 1265, i
> COCC(C)n1c(C)cc(C(=O)CSc2cc(C)c3ccccc3n2)c1C (stereo not drawn)
  -6, 44, -1.6%, 600, 0.2, i, 618, 7.4, i, -10, -5, 2.6, -2.6, -1, 14, 2.2, 1087, i
> COc1ccc(/C=C/C(=O)Nc2nc(C)c(C(=O)N(C)C)s2)cc1
  -9, 33, -0.4%, 983, 0.8, i, 636, 6.3, i, -13, -7, 2.2, 0.5, 0.02, 10, 6.0, 1442, i
> N#C/C(=C\c1c[nH]c2ccccc12)c1nnc2n1CCCCC2
  6, 49, -0.4%, 1102, 0.3, i, 672, 7.1, i, 1, -13, 2.5, 0.6, 0.01, -3, 3.0, 1514, i
> CCc1ccc(NC(=O)CCc2nnc3ccc(N4CCC5(CC4)OCCO5)nn23)cc1
  x, 65, -0.9%, x, 0.9, i, 791, x, x, x, x, x, x, x, -2, x, x, i
> Nc1c(-c2cccc(Cl)c2)cnc2c(-c3ccccc3)cnn12
  x, 10, -0.8%, x, 0.2, i, 823, x, x, x, x, x, x, x, 6, x, x, i
> Cn1cnnc1SCC(=O)Nc1cccc(C(=O)O)c1
  -15, 39, 0.1%, 1207, 1.1, i, 817, 8.2, i, -12, -3, 1.6, -0.7, x, 8, 1.8, x, i
> COc1ccc(Br)cc1CNC(=O)Nc1cccs1
  2, 55, -0.5%, 1237, 0.9, i, 730, 16, i, 5, -4, 1.7, 0.3, -0.66, -10, 1.2, 791, i
> Nc1c([N+](=O)[O-])cc(-c2cnc[nH]2)cc1[N+](=O)[O-]
  16, 52, -0.3%, 989, 0.4, i, 668, 8.5, i, -7, 1, 2.7, 3.1, x, 16, 0.3, x, i
> O=C(CN1CC(c2ccccc2)CC1=O)Nc1ccc2c(c1)OCO2 (stereo not drawn)
  8, 56, x, 556, 3.8, i, 735, 5.6, i, 4, 1, 1.7, 4.2, -1.1, 19, 3.2, 1333, i
> Cc1cccc(NC(=S)NCCN2CCOCC2)c1
  -16, 24, -0.3%, 1007, 0.4, i, 659, 8.4, i, 2, -4, 1.9, 0.2, -0.2, 3, 6.2, 1151, i
> O=[N+]([O-])c1cccc(C(=Nc2ccc(Cl)cc2)NO)c1
  -19, 14, -0.4%, 1083, 2.1, i, 708, 8.4, i, -27, -12, 1.8, -0.9, 0.79, -2, 2.6, 1797, i
> Cc1cc(Br)ccc1NCc1ccccn1
  22, 11, 0.2%, x, 8.1, i, x, 11, i, 1, 18, 1.4, x, x, x, 0.3, x, i
> CC(=O)Nc1ccc(C(=O)OCC(=O)c2ccc(F)cc2)cc1
  10, 39, -0.6%, 1007, 0.7, i, 591, 3.3, i, 5, 10, 1.9, 0.7, -0.02, 4, 3.0, 1419, i
> O=c1[nH][nH]c2nc(C(F)(F)F)cc(C(F)(F)F)c12
  -8, 36, 0.8%, 1432, 3.0, i, x, 10, i, 8, -8, 2.5, 3.8, 0.9, x, 4.3, 1540, i
> O=C(NC(=S)Nc1cc(-c2nc3ccccc3[nH]2)ccc1Cl)c1ccc2c(c1)OCO2
  17, 15, -0.4%, 502, x, i, 755, 40*, i, 20, 43, 46*, 5.3, -0.77, 26, 14*, 914, u
> COc1ccc(C(=O)Sc2nncc3ccccc23)cc1
  -7, 61, -0.3%, 1027, 0.3, i, 700, 7.0, i, -13, 8, 3.1, 2.0, 0.74, -15, 2.0, 1361, i
> COc1ccc(NC(=O)CSc2c(C)nn(-c3nnc(C)c(=O)[nH]3)c2C)cc1
  11, 30, 0.4%, 1103, 0.9, i, 702, 3.6, i, 1, 4, 2.7, -0.5, x, 5, 2.0, x, i
> Cc1ccc(-c2nc3ccccc3[nH]2)cc1NC(=O)c1ccco1
  3, 58, 1.4%, 1213, 1.0, i, 771, 0.1, i, -7, 3, 1.5, -2.6, 0.78, 9, 4.2, 1271, i
> CCOC(=O)N1CCN(S(=O)(=O)c2ccc(OC)cc2)CC1
  x, 53, 0.0%, x, 0.7, i, 809, x, x, x, x, x, x, x, 10, x, x, i
> CO/N=C/c1ccc(N2CCN(C(=O)c3ccc(C)cc3)CC2)c([N+](=O)[O-])c1
  -23, 19, -0.6%, 1400, 2.1, i, x, 13, i, 25, 13, 2.4, 0.1, -0.56, x, 0.9, 1458, i
> Cc1ccccc1NC(=S)NNC(=O)c1csc2c1CCC(C)C2 (stereo not drawn)
  -12, 15, 0.0%, 1033, 4.6, i, 761, 3.8, i, 36, 9, 1.7, 2.6, -0.01, -1, 2.4, 868, i
> O=C(CN(C(=O)c1csnn1)c1cccc(F)c1)NC1CCCC1
  x, 49, 0.5%, x, 0.5, i, 673, x, x, x, x, x, x, x, 11, x, x, i
> COc1cccc(-c2nn(-c3ccccc3)cc2CN(C)Cc2ccno2)c1
  7, 52, -0.8%, 1162, 0.1, i, 676, 5.9, i, -6, -1, 1.3, -0.4, 1.3, -9, 1.2, 1441, i
> CCOC(=O)c1ccc(S(=O)(=O)N2CCC(C(=O)O)CC2)cc1
  8, 42, -0.1%, x, 4.1*, i, x, 4.3, i, -8, -6, 1.6, x, 0.37, x, 3.5, 962, +
> COc1ccc(-c2cnn3c(N)c(S(=O)(=O)c4ccccc4)cnc23)cc1
  2, 31, 0.4%, 1106, 0.3, i, 650, 12, i, 18, -1, 1.8, -1.1, -0.08, -12, 0.6, 1801, i
> CC(=O)Nc1cccc(NC(=O)c2cccc(-c3ccc(O)cc3)c2)c1
  x, 38, 0.6%, x, 0.0, i, 767, x, x, x, x, x, x, x, -3, x, x, i
> CCOC(=O)c1sc2nc(C)[nH]c(=S)c2c1C
  3, x, 0.7%, 848, 0.1, x, 667, 11, i, -4, 6, 3.1, 3.5, -1.2, -2, 8.3, 1243, i
> Cc1ccc(-n2c(-c3ccc(Cl)cc3Cl)n[nH]c2=S)cc1
  x, 10, -0.1%, x, 0.5, i, 772, x, x, x, x, x, x, x, -4, x, x, i
> CSc1ncccc1C(=O)NCc1ccccc1Cl
  x, 36, -0.2%, x, 0.9, i, 836, x, x, x, x, x, x, x, -18, x, x, i
> CC(=O)Nc1ccc(NC(=O)COc2cccc3c2OC(C)(C)C3)cc1
  -17, 24, x, 1119, 0.9, i, 702, 7.7, i, 7, -7, 2.0, -5.5, -0.16, 1, 3.5, 1302, i
> NNC(=O)c1ccccc1OCCOc1ccccc1
  x, 43, -0.3%, x, 1.3, i, 739, x, x, x, x, x, x, x, 2, x, x, i
> O=C(Nc1ccc(OC(F)(F)F)cc1)Oc1ccccc1N1CCOCC1
  x, 4, 0.3%, 1302, 0.3, i, 686, x, x, x, x, x, -0.2, -0.42, 32, x, 1107, i
> COc1nccc(C(F)(F)F)c1C(=O)NC(=O)Nc1c(C)cccc1C
  x, 28, -0.3%, 1197, 1.0, i, 725, x, x, x, x, x, -5.1, 0.14, 11, x, 1380, i
> O=c1cc(-c2ccc(O)c(-c3c(O)cc(O)c4c(=O)cc(-c5ccc(O)cc5)oc34)c2)oc2cc(O)cc(O)c12
  -6, 11, u, 583, 1.4, i, 754, 1.6, i, -10, 6, 1.7, 2.6, 0.12, 0, 3.2, 1231, i
> Cc1ccc(S(=O)(=O)NC(C)(C)CSc2nnc(N)s2)cc1
  -2, 42, -0.3%, x, 0.6, i, 687, 4.5, i, 9, 2, 1.9, x, -0.19, -35, 4.6, 1378, i
